# Screens from PubChem BioAssay.
# RAD52 inh: blocks human RAD52 DNA annealing; P43351; recombinant RAD52 DNA annealing, FRET fluorescence; inhibition, % at 18.7 µM; 0.46% of 360,000 active;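 active = every replicate showing at least 50% inhibition; inconclusive = mean inhibition at least 50% but not in every replicate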
# Target sequence (P43351 whole entry, looked up): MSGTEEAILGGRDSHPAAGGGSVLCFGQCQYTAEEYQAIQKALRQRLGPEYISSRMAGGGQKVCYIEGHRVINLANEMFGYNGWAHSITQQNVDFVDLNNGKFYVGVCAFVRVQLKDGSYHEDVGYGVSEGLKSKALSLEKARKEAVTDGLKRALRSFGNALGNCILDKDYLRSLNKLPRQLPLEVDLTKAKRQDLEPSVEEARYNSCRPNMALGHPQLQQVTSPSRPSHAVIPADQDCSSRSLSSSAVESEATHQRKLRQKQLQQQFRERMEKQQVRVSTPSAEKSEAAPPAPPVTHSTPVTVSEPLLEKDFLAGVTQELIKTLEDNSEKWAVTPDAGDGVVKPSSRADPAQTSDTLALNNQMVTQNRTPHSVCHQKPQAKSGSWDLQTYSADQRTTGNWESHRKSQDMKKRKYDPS
# PglD DTNB: inhibitors of Campylobacter jejuni PglD acetyltransferase; purified PglD enzyme, DTNB colorimetric CoA detection; inhibition, % at 12.5 µM; 0.098% of 360,000 active; AID 602405; in the data active = inhibition above about 16%, passing the limit was not always enough; inconclusive = no clear call, values can overlap the other calls; also: strong numbers were not always called active
# RAD54 inh: blocks human RAD54 Holliday junction branch migration; Q92698; AID 602329; inhibition, % at 10.4 µM; 0.14% of 360,000 active; FAM/BHQ fluorescence;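 active = mean normalized replicate activity at least 40 and at least half of replicates scoring 40 or more; inconclusive = only one of the two criteria met; inactive = mean below 40 and under half of replicates reaching 40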;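 also: 0% = median of neutral control wells and 100% = median of positive control wells; inhibitors cause a drop in the FAM fluorescence signal; in these data hits start at about 50%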
# ERAP1 inh: blocks human ERAP1 aminopeptidase activity. Q9NZ08. recombinant ERAP1, Leu-AMC fluorescence, 60 min. inhibition, % at 10.7 µM. 0.15% of 340,000 active;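 active = mean replicate inhibition of at least 30%, or all replicates individually reaching that 30% level; inactive = mean below 30% and not every replicate reaching it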;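 also: 0% = neutral control wells and 100% = L-leucinethiol positive control wells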
# E-selectin induc: E-selectin induction on HUVECs; HUVEC E-selectin immunofluorescence imaging; normalized: neutral wells 0, TNF-alpha wells 100; AID 686992; 0.37% of 260,000 active; activation, % at 7.58 µM;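 active = mean E-selectin-positive cell signal at least 10% of the positive control, reached in at least 60% of replicates, without over 20% cell loss; inconclusive = no rule given, readout overlaps actives, possibly toxicity-flagged; inactive = the rest, including those meeting only one limit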;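 also: in these data hits start at about 27%; measured in HUVEC primary endothelial cells; signal is the percent of cells scored E-selectin positive by PE staining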
# Target sequence (P16581 whole entry, looked up): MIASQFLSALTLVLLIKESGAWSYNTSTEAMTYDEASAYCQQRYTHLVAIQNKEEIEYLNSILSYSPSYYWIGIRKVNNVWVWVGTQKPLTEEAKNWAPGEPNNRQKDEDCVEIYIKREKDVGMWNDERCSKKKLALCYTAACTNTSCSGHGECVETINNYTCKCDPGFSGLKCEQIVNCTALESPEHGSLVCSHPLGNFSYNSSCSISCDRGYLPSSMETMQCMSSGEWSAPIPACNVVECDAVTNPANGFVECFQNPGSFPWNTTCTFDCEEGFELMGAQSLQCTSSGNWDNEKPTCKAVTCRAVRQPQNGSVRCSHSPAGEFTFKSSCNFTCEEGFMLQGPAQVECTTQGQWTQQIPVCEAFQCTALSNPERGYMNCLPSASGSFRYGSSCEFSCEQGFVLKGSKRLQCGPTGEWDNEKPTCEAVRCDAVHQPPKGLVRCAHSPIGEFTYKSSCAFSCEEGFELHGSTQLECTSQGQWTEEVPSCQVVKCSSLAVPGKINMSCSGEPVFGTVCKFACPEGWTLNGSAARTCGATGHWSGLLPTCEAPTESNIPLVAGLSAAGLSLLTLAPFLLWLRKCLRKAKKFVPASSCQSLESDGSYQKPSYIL
#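 Test system: HUVEC | Signal: Immunofluorescence imaging | Read-out: Percent E-selectin-positive cells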
# PGC1a acetyl inh: modulators of PGC1a acetylation | U2OS PGC1a acetylation, AlphaScreen anti-acetyl-lysine; with virally co-expressed GCN5 acetyltransferase | 0.17% of 350,000 active | inhibition, % at 15.6 µM;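 active = every replicate shows inhibition of at least 40%; inconclusive = mean inhibition at least 40% but some replicate below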;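 also: 0% = neutral control wells and 100% = positive control wells; some results beyond the cut were filed as inactive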
# Cneo AK release: causes C. neoformans cell lysis | adenylate kinase release luminescence, 4 h; normalised: neutral wells 0, clomiphene wells 100 | lysis activity, % at 15 µM | 0.2% of 360,000 active | AID 651654;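 active = mean lysis activity across replicates of at least 80%, whatever share of replicates individually reach that level; inactive = mean lysis activity below 80%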
#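 Material: C. neoformans cells; Schedule: 4 h static compound exposure, 37 °C, read 1 h post-reagent; Measured by: adenylate kinase release luminescence; Read-out: signal increase indicating cell lysis; Controls: Clomiphene as positive lysis control.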
# miR122 inh: inhibitors of miR-122 in Huh7 cells; Huh7 miR-122 Renilla luciferase sensor, 48 h; neutral wells = 0, positive control = 100; activation (reporter increase), % at 12.5 µM; 0.3% of 340,000 active; AID 602342;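 active = mean replicate activation score at least 90 and every replicate individually at or above 90; inconclusive = only one of the two criteria met; inactive = neither criterion met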;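 also: higher luciferase means less miR-122 activity so hits act as miR-122 inhibitors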
# * hit, by the source's call; ? = inconclusive; nt = no result given; [ ] = another dose, or the depositor's remark.
SMILES,RAD52 inh,PglD DTNB,RAD54 inh,ERAP1 inh,E-selectin induc,PGC1a acetyl inh,Cneo AK release,miR122 inh
Cc1cc(NC(=O)Cn2nnc3sc4c(c3c2=O)CCC(C(C)(C)C)C4)no1 (stereo not drawn),nt,-3,-4,nt,nt,-1,3,-4
COc1cc(OC)cc(-c2c(C#Cc3ccsc3)c3cc(-c4ccc(OC)c(OC)c4)ccc3n2C)c1,-36,-5,8,nt,0.2,-2,-6,7
Cc1ccc(-n2c(SCC(N)=O)nnc2-c2ccccn2)cc1,nt,-3,-10,nt,-0.1,5,-1,2
CCCCCCC(C)n1cc(C(C)=O)c(=O)[nH]c1=O (stereo not drawn),nt,0,-2,nt,nt,2,0,-7
CC1CC(C)(C)CC(=O)C1C(=O)c1ccccc1 (stereo not drawn),-4,1,9,-4,-0.1,?,1,-2
COc1cccc(S(=O)(=O)Nc2ccc3c(c2)C(=O)N(C)C[C@@H](OC)[C@@H](C)CN(C(=O)Cc2cccnc2)[C@H](C)CO3)c1,-7,-2,1,1,-0.4,5,-1,nt
CC(=O)c1ccc(N2CCN(C(=O)c3c(-c4ccccc4Cl)noc3C)CC2)cc1,-11,1,-11,-3,0.0,-13,4,nt
CC(C)CCNC(=O)C1CCN(Cc2cccc(OCc3ccccc3)c2)CC1,10,-3,4,-5,nt,3,4,-19
C[C@@H](NC(=O)C[C@H]1C=C[C@H](NC(=O)CN2CCOCC2)[C@@H](CO)O1)c1ccccc1,-10,0,-6,8,0.1,2,8,nt
CCNC(=O)C1CCCN(C(=O)c2ccc(OC)cc2OC)CC1 (stereo not drawn),-9,0,-9,-2,0.0,5,-1,2
Cc1csc2c(N3CCN(C(=O)Nc4ccc(Cl)c(Cl)c4)CC3)ncnc12,1,5,18,nt,0.1,-1,2,-2
NC(=O)C1CCN(C(=O)c2ccc3c(=O)n(Cc4ccco4)c(SCc4ccc([N+](=O)[O-])cc4)nc3c2)CC1,-14,-2,9,0,nt,0,-4,26
Cc1ccccc1CS(=O)(=O)c1cn(CC(=O)N2CCC(C)CC2)c2ccccc12,nt,7,1,nt,nt,2,31,0
CC(=O)c1ccc(NC(=O)C2CCN(S(=O)(=O)c3cccnc3)CC2)cc1,-11,-6,-3,0,nt,6,2,-8
CC1CCCCN1C(=O)Nc1cccc(Cl)c1 (stereo not drawn),nt,1,-23,nt,nt,nt,-2,-14
COc1ccc(CC2(CO)CCN(Cc3nc(C(C)C)cs3)CC2)cc1,-3,3,-1,-4,-0.8,-10,1,-5
C[C@@H]1CN([C@@H](C)CO)C(=O)c2cc(C#CC3(O)CCCC3)cnc2O[C@H]1CN(C)S(=O)(=O)c1ccccc1,-10,1,1,0,-0.1,-4,0,5[16.7 µM]
CN1CCN(C(=O)c2cc3cc(Cl)ccc3[nH]2)CC1,-2,3,0,-7,nt,-3,3,4
C/C=C/C(=O)OCC(=O)Nc1c(Cl)cccc1Cl,nt,6,2,nt,nt,31,-2,0
CCOc1ccc(C2NC(=O)c3ccccc3O2)cc1 (stereo not drawn),nt,4,-8,nt,nt,10,-1,4
Cc1cc(C)c(C)c(S(=O)(=O)N2CCC(C(=O)N3CCCCCCC3)CC2)c1C,-10,1,-7,-2,-0.1,1,-1,-1
CC1CCCCC12NC(=O)N(CC(=O)OCc1ccccc1Cl)C2=O (stereo not drawn),-1,6,-8,2,-0.3,nt,-1,-7
CN(C)S(=O)(=O)c1cccc(NC(=O)c2ccc3c(c2)S(=O)(=O)N=C2CCCCCN23)c1,-27,-3,-4,1,1.0,-6,4,-14
O=C(O)c1ccc(-c2sc(Nc3ccccc3)n[n+]2-c2ccccc2)cc1,-5,-4,3,4,0.3,nt,0,-11
CN(C)C(CNC(=O)c1cc(S(=O)(=O)N(C)c2ccccc2)ccc1Cl)c1ccccc1 (stereo not drawn),-30,-2,1,nt,-0.1,-2,1,nt
C/C(=N\OC(=O)c1ccc(C)cc1)c1c(C)nc2cc(C)ccn12,-19,nt,nt,-1,2.4,1,nt,nt
CC(=O)N1[C@H](CNC(=O)C2CC2)[C@@H](c2ccc(-c3cccc(F)c3)cc2)[C@@H]1CO,-32,5,3,1,0.2,14,3,-14[16.7 µM]
Cc1cc(=O)oc2cc(OCC(=O)N3CCN(c4ccc(F)cc4)CC3)ccc12,-5,7,-26,-4,0.0,3,0,2
Cc1cc(NC(=O)CSc2nc3cc(Cl)ccc3s2)no1,nt,-6,-5,nt,nt,1,-3,-4
Cc1cc(C)c(S(=O)(=O)n2cc(C(C)C(N)C(=O)O)c3ccccc32)c(C)c1 (stereo not drawn),-14,-8,3,5,0.1,10,3,13
C=CCNC(=O)c1ccc(OC)cc1OC,nt,0,4,nt,nt,7,0,2
C[C@H](C[C@H](O)[C@H]1OC1(C)C)C1=C2C[C@H](O)C3[C@@]4(C)CCC(=O)C(C)(C)C4CC[C@]3(C)[C@@]2(C)CC1 (stereo partly drawn),-9,3,0,nt,0.3,nt,3,nt
COc1ccc(S(=O)(=O)N2CC(=O)Nc3ccccc32)cc1Cl,-22,0,-23,3,1.5,11,-1,-2
O=C1CCN(C(=O)c2ccc(Cl)cc2)N1,-15,0,4,1,nt,nt,4,nt
COc1ccc(C(=O)N2CCCCC2c2cc(C(=O)Nc3ccccc3)no2)cc1 (stereo not drawn),-12,3,3,-3,1.9,nt,-3,1
CCN1CCN(C(=O)C2CCC(=O)N(CCCN3CCCC3=O)C2)CC1 (stereo not drawn),-8,2,5,-2,0.7,3,0,-3
O=C(C[C@H]1C=C[C@H](NC(=O)Nc2ccc(F)cc2)[C@@H](CO)O1)NCCN1CCCC1,0,-4,-1,3,0.2,11,5,14[16.7 µM]
Cc1cc(C)nc(NS(=O)(=O)c2ccc(NC(=O)C3(c4ccccc4)CCCC3)cc2)n1,nt,0,-3,nt,nt,-2,1,10
O=C(Nn1c(C2CCC2)nc2ccccc2c1=O)C1CCC1,nt,8,-6,nt,nt,-63,1,-8
CO[C@H]1CN(C)C(=O)c2ccc(NC(=O)C3CC3)cc2OC[C@@H](C)N(C)C[C@H]1C,12,4,-11,-3,-0.1,-13,-1,nt
O=C(c1noc2c1CCCC2)N1CCN(c2ccc(F)cc2)CC1,-1,nt,nt,0,nt,-3,nt,3
O=C(NCCCn1ccnc1)/C(=C\c1ccc(Br)cc1)NC(=O)c1ccccc1F,-20,6,-3,-7,0.1,-4,-1,18
CC(=O)Nc1cccc(NC(=O)CSc2nnc(NC(=O)C3CC3)s2)c1,-20,-1,-1,2,-0.3,4,1,-5
C[C@@H]1CCCCO[C@@H](CN(C)C(=O)Nc2ccc(F)cc2)[C@H](C)CN([C@@H](C)CO)C(=O)c2cc(NC(=O)Cc3ccccc3)ccc2O1,-26,0,2,-1,0.1,-8,-2,-4[16.7 µM]
CCN1[C@@H]2c3ccc(-c4ccccc4)c(=O)n3C[C@@H]2[C@@H](CO)[C@@H]1C(=O)NCCc1cn(C)cn1,-11,-3,6,0,-0.1,nt,3,-5[16.7 µM]
C/C(=N/NC(=O)CN1CCN(S(=O)(=O)c2ccc(C)cc2)CC1)c1ccco1,-12,1,-8,-1,1.8,0,-1,1
O=c1cc2c(n[nH]1)CCCC2,nt,-2,-15,nt,nt,4,3,2
Cc1cccc2sc(NC(=O)CN3C(=O)C4CC=CCC4C3=O)nc12 (stereo not drawn),0,nt,nt,-5,-0.2,7,nt,nt
Cc1cccc(S(=O)(=O)N2C[C@@H](O)COC[C@@H]3O[C@@H](CC(=O)N4CCN(C)CC4)CC[C@H]32)c1,10,1,-6,1,0.0,2,3,6[16.7 µM]
COc1ccc(N(CC(=O)Nc2cc(Cl)ccc2OC)S(=O)(=O)c2c(C)[nH]c(=O)[nH]c2=O)cc1,-29,3,-21,-2,nt,3,0,-5
O=C(N[C@@H]1CC[C@H](CCn2cc(-c3ccccn3)nn2)O[C@@H]1CO)c1ccccc1,-10,6,-9,-1,0.1,-21,44,nt
C/C(=N/Nc1ccc([N+](=O)[O-])cc1)c1ccc(C)cc1C,-20,nt,nt,-1,0.0,-15,nt,-11
C[C@@H]1CN([C@@H](C)CO)C(=O)c2cc(NS(=O)(=O)c3ccc(F)cc3)ccc2O[C@@H]1CN(C)C(=O)Nc1cccc2ccccc12,-10,-1,5,1,-0.3,8,-6,-3[16.7 µM]
Cc1cccc(CNC(=O)c2cc(S(=O)(=O)N3CCOCC3)cn2C)c1,1,2,12,-5,nt,15,-1,-5
COc1ccc(CCNC(=S)NCc2cccs2)cc1OC,-4,0,2,2,nt,-13,2,19
CNc1ncnc2c1ncn2[C@H]1CN(Cc2ccco2)C[C@@H](CO)O1,-14,1,9,-7,0.1,nt,1,-6
C=C(C)c1cccc(C(C)(C)NC(=O)N2CCN(c3ccccn3)CC2)c1,5,-5,2,1,0.1,-11,3,1
CCOc1ccc(N2CC(O)=C(c3ccccc3)C2=N)cc1,-5,nt,nt,3,-0.1,3,nt,nt
O=C(CCc1ccccc1)Nc1ccccc1C(=O)NCc1ccco1,nt,3,-8,nt,nt,4,0,-1
CCNC(=O)CSc1nc2ccccc2c(=O)n1CCCOC(C)C,nt,2,13,nt,nt,4,0,5

# Some of these compounds in order of their number in RAD52 inh, largest number first:
structure | RAD52 inh | PglD DTNB | ERAP1 inh | PGC1a acetyl inh | miR122 inh
COc1ccc(CCNC(=S)NCc2cccs2)cc1OC | -4 | 0 | 2 | -13 | 19
CCNC(=O)C1CCCN(C(=O)c2ccc(OC)cc2OC)CC1 (stereo not drawn) | -9 | 0 | -2 | 5 | 2
C[C@@H](NC(=O)C[C@H]1C=C[C@H](NC(=O)CN2CCOCC2)[C@@H](CO)O1)c1ccccc1 | -10 | 0 | 8 | 2 | nt

# Additional records follow:
SMILES,RAD52 inh,PglD DTNB,RAD54 inh,ERAP1 inh,E-selectin induc,PGC1a acetyl inh,Cneo AK release,miR122 inh
COc1ccc(C2=C(N)c3ccccc3C2=O)cc1,nt,-5,-6,nt,nt,4,-2,nt
COc1ccc2sc(N(CCCN(C)C)C(=O)c3nc4ccccc4s3)nc2c1,22,-5,20,nt,0.0,-4,-3,2
CC(C)(C)c1ccccc1NC(=O)Cn1cnc2cc([N+](=O)[O-])ccc2c1=O,-16,-1,4,4,nt,nt,1,18
CC(=O)NC1=NN(C(C)=O)C(C)(CS(=O)(=O)c2ccc(Cl)cc2)S1 (stereo not drawn),nt,3,-2,nt,nt,nt,1,-6
COC(=O)C1=C(C(=O)OC)C(C(=O)OC)N2C=CC=CC2=C1C(=O)OC (stereo not drawn),-21,0,8,11,-0.3,-14,2,-4
O=C1CNC[C@@H]2[C@@H](c3ccc(C#Cc4cccnc4)cc3)[C@@H](CO)N12,-1,nt,nt,-6,0.3,23,nt,nt
CCOc1ccc(Nc2nc(-c3sc(N)nc3C)cs2)cc1,-1,-6,5,0,0.4,nt,-2,nt
O=C1CCC(C(=O)N2CCC(O)CC2)CN1CCc1ccc(Cl)cc1 (stereo not drawn),-10,3,0,3,-0.2,nt,-1,-1
COC(=O)[C@@H]1C[C@@]2(O)[C@H](O)[C@H](O)[C@H](O)C[C@H]2N1Cc1ccc(C(C)(C)C)cc1,-10,1,-10,-2,0.1,-10,1,-3
NC(=O)c1nsc(C(=O)N(c2ccccc2)C(C(=O)NC2CCCC2)c2ccncc2)c1N (stereo not drawn),-9,4,1,-5,0.1,16,-1,-4
CSc1nnc(-c2cnccn2)n1Cc1ccccc1,nt,-4,-7,nt,nt,-13,5,-3

# This is a random part of the collection (roughly 1.4% active in at least one column).
